MazF activator: activators of E. coli MazEF toxin-antitoxin RNase, primary screen, biochemical, fluorescence, uHTS; FAM/BHQ RNA-DNA oligo cleavage fluorescence, 5 h; activation, % at 20 µM; hit rate 0.32% among 350,000; in the data active = activation above about 50%
Target sequence (P0AE70 whole entry, looked up): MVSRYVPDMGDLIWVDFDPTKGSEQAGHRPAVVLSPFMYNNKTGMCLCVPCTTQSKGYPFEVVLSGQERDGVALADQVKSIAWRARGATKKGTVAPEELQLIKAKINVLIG
PrPC TRFRET: inhibitors of human cell surface prion protein PrPC, primary screen, cell-based, TR-FRET. Major prion protein (Homo sapiens), P04156. TR-FRET read-out. inhibition, % at 13.8 µM. hit rate 0.43% among 370,000. AID 720596, 2013; in the data active = inhibition above about 24%; also: 0% = median of the test wells and 100% = reference compound wells
BioA inh: M. tuberculosis BioA enzyme inhibitors, primary screen, biochemical, plate reader, single point, HTS. 7,8-diaminopelargonic acid synthase BioA (Mycobacterium tuberculosis). purified M. tuberculosis BioA enzyme. inhibition, % at 9.99 µM. hit rate 0.096% among 360,000. AID 602481, 2012; in the data active = inhibition above about 40%; inconclusive = no clear call, values can overlap the other calls
Mtb FBA inh: Mtb FBA enzyme inhibitors, primary screen, biochemical, fluorescence, strain H37Rv; Fructose-bisphosphate aldolase (Mycobacterium tuberculosis (strain ATCC 25618 / H37Rv)), …; purified M. tuberculosis FBA, fluorescence read-out; inhibition, % at 1 µM; hit rate 2.3% among 360,000; AID 588726, 2011; in the data active = inhibition above about 27%;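 also: 0% = vehicle and 100% = reference inhibitor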
Rv3671c inh: Rv3671c serine protease inhibitors, primary screen, biochemical, fluorescence polarization, M. tuberculosis H37Rv; P9WHR9; inhibition, % at 5.96 µM; hit rate 0.048% among 320,000; in the data active = inhibition above about 38%;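 also: extracellular domain of Rv3671c used as enzyme; 0% = enzyme with DMSO and 100% = no enzyme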
Target sequence (P9WHR9 whole entry, looked up, the tested form may be a part): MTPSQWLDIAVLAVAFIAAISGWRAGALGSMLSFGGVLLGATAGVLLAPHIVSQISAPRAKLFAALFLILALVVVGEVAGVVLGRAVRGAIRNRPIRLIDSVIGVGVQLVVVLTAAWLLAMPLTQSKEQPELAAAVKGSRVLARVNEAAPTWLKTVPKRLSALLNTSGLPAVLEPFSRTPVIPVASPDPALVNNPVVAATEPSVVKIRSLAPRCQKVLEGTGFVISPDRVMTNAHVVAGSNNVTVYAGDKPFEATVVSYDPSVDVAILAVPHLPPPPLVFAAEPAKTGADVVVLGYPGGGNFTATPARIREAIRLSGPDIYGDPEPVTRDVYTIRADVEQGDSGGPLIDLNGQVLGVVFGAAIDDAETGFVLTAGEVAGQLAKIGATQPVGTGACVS
FadD28 binding: inhibitors of FadD28 bisubstrate probe binding, primary screen, biochemical, fluorescence polarization, single point; hit rate 0.22% among 360,000; Mycobacterium tuberculosis FadD28 fatty-acid-AMP ligase; inhibition, % at 12.5 µM; in the data active = inhibition above about 8.5%, passing the limit was not always enough; inconclusive = no clear call, values can overlap the other calls
UGM FP inh: M. tuberculosis UGM enzyme inhibitors, primary screen, biochemical, fluorescence polarization, single point; purified UGM, fluorescence polarization probe displacement; inhibition, % at 10 µM; hit rate 0.06% among 320,000; AID 504406, 2011; in the data active = inhibition above about 10%, passing the limit was not always enough; inconclusive = no clear call, values can overlap the other calls
Target sequence (P9WIQ1 whole entry, looked up): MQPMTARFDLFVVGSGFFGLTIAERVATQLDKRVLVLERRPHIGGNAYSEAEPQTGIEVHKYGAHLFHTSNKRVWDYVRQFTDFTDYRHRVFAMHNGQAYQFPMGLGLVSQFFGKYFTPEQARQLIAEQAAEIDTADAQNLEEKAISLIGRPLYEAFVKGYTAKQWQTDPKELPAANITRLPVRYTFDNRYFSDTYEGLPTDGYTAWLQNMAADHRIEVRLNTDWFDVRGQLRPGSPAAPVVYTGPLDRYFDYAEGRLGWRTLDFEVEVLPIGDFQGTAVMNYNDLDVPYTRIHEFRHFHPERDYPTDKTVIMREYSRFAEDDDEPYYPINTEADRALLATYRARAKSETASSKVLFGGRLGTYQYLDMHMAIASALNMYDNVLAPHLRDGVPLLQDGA
GDH-TPI inh: GDH-TPI coupling enzyme inhibitors, primary screen, artefact control for M. tuberculosis FBA inhibitor project, biochemical, absorbance, full deck; GDH-TPI coupled enzyme counterscreen, NADH absorbance; AID 588335, 2011; hit rate 1.2% among 360,000; inhibition, % at 4.8 µM; in the data active = inhibition above about 30%;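 also: 0% = DMSO wells and 100% = wells lacking the enzyme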
BoNT-F LC inh: BoNT/F light chain protease inhibitors, primary screen, biochemical, flow cytometry, MLPCN library; Multiplex microsphere protease cleavage assay; inhibition, % at 10 µM; hit rate 0.22% among 360,000; AID 588497, 2011; in the data active = inhibition above about 35%, passing the limit was not always enough; inconclusive = no clear call, values can overlap the other calls; also: plate controls were buffer without enzyme for full effect and enzyme alone for no effect
Active calls of the source: *; ? = inconclusive; / = no result given; + = active, no number.

Values run as follows: BioA inh, PrPC TRFRET, Mtb FBA inh, BoNT-F LC inh, GDH-TPI inh, UGM FP inh, FadD28 binding, MazF activator, Rv3671c inh
CN(C)S(=O)(=O)N(CC(=O)Nc1ccc(F)c(F)c1)c1ccccc1
  1.8, 0.2, -1.5, 0.3, 2.5, -0.2, -3.3, -4.3, -5.3
CC1CCCCC1NC(=O)c1ccc(NS(=O)(=O)c2ccc3[nH]c(=O)[nH]c3c2)cc1 (stereo unspecified)
  -1.2, -2.9, 0.7, 2.4, 5.7, 1.4, -2.0, 5.6, -7.3
CC(C)C(C)NC(=O)COc1ccc(S(=O)(=O)N2CCOCC2)cc1[N+](=O)[O-] (stereo unspecified)
  /, -7.1, -1.6, -1.1, 2.3, -2.1, -1.7, -0.7, -4.0
Cc1[nH]c2ccccc2c1C(c1ccccn1)c1c(C)[nH]c2ccccc12
  0.7, -7.7, 4.5, -18.8, 10.7, -0.4, 0.3, 8.1, 2.1
CCOC(=O)CSc1nnc(CNC(=O)c2ccc(S(=O)(=O)N3CCOCC3)cc2)n1C
  /, 2.0, 0.6, -7.0, 3.1, -3.8, -1.0, 2.1, 3.9
O=c1c2nnn(Cc3ccc(Cl)cc3)c2ncn1Cc1ccc(F)cc1
  -1.4, /, -0.4, -1.5, -1.3, 0.9, -2.8, -6.3, -4.8
CCOC(=O)c1c(C)nc2c(c1-c1ccccc1)C(=O)CC(C)(C)C2
  9.1, 2.2, 2.6, -9.9, 14.3, 2.2, 0.0, 6.2, -4.3
COc1ccc(CN2CC(C(=O)NCCCN3CCOCC3)CC2=O)cc1 (stereo unspecified)
  -1.1, -7.7, -3.1, 3.6, 2.5, -1.0, -0.8, 6.2, -5.6
Nc1nonc1OCCOCCOCCOc1nonc1N
  /, 0.9, -0.4, 3.3, 2.7, 1.0, -1.1, -6.8, 2.9
COc1cccc(/C=C2\CCC(C3CCCC3)C2=O)c1OC (stereo unspecified)
  -0.3, 1.4, -1.6, 17.1, 3.9, 1.6, -2.0, -3.3, -0.1
O=C(Nc1ccc(/C=C/c2nc3ccccc3o2)cc1)c1cccc(C(F)(F)F)c1
  -1.2, 2.2, 4.3, 2.7, 35.6*, -0.7, -2.1, -4.0, -3.3
COc1ccc(CCNC(=O)CSc2nnc3ccc(-c4ccccn4)nn23)cc1OC
  /, -21.7, -1.7, /, -2.1, -1.6, -2.7, 3.5, -6.9
Cc1ccsc1-c1cc2nc(Nc3ccc(F)cc3)n(C)c(=O)c2s1
  -2.2, -9.7, 2.6, -4.5, 17.7, /, -0.2, /, /
O=C(c1cc(COc2cccc3cnccc23)on1)N1CCCC(CCCO)C1 (stereo unspecified)
  -6.0, 15.0, 29.8*, 3.9, 3.8, 1.4, /, 0.9, -3.3
Cc1ccc(C)c(OCC(=O)O/N=C(\N)c2cccnc2)c1
  -0.2, 7.4, -0.1, ?, 11.2, -6.6, -3.6, 2.5, 6.6
Cc1ccc(NC(=S)N2CCN(C(=O)c3ccccc3)CC2)c(C)c1
  /, 4.8, 0.1, -4.9, -0.3, -2.3, -0.3, -2.0, -1.3
CC(NC(=O)COC(=O)c1ccc2c(c1)OCCO2)c1ccccc1 (stereo unspecified)
  -1.1, -4.7, -1.0, -5.0, 7.9, 1.7, -2.5, -16.9, -0.8
O=C(O)c1cccc(Nc2nc3ccccc3nc2NS(=O)(=O)c2ccccc2)c1
  -0.2, -2.1, 21.1, 1.7, 20.4, 4.7, 3.9, -5.5, 7.6
CCc1cc2c(=O)c(Oc3ccccc3F)c(C)oc2c(CN(C)C)c1O
  2.1, 8.3, 26.6, -4.4, -0.3, -2.1, -3.9, -7.6, -1.1
COc1cc2c(cc1OC)CN(c1ccc3ccccc3n1)CC2
  0.8, -7.7, 10.5, 3.5, 9.2, -1.2, -0.5, 6.4, -12.4
CC(C)N1C(=O)C2(OCCCO2)c2cc(Br)ccc21
  -2.4, -6.2, -1.3, 3.0, -3.5, 3.2, -3.3, -9.6, 0.7
CC1CCN(C(=O)COC(=O)c2ccc(N3CCCC3=O)cc2)CC1
  0.1, 2.0, -1.5, -2.1, -3.2, 0.5, -3.3, 1.1, -2.7
COc1ccc(OCC(=O)NNC(=O)C2CCC2)cc1
  -2.4, 2.6, 2.5, -3.7, 0.4, 2.4, /, 2.6, 12.6
CN(Cc1ccc(F)cc1)C(=O)c1cccc(S(=O)(=O)NCc2ccccc2)c1
  /, 4.9, 2.7, -1.4, -0.7, -0.8, -0.6, 1.0, -1.3
Cc1c(NC(=O)NC(C)N2C(=O)C3C4C=CC(C4)C3C2=O)c(=O)n(-c2ccccc2)n1C (stereo unspecified)
  0.0, -7.7, 2.8, -5.8, 2.8, 0.2, -1.1, -2.7, 3.2
N#CCCn1cc(C(=O)CN2C(=O)C(=O)N(C3CCCC3)C2=O)c2ccccc21
  -3.3, 4.2, -1.1, 6.9, -2.1, /, -1.8, 3.6, /
c1ccc(CSc2nnc(-c3sccc3-n3cccc3)o2)cc1
  0.5, -6.3, 4.5, 11.5, 15.7, -0.8, -3.0, -10.8, -5.1
CCOC(=O)C1(Cc2cccc(F)c2)CCN(C(=O)c2cscn2)CC1
  0.9, -1.1, -0.4, 1.2, 1.9, -1.2, -0.4, 3.6, -7.0
COc1ccc(NC(=O)Oc2cc(C)ccc2C(C)C)cc1
  -1.0, 9.5, 0.0, 4.3, 8.2, 1.5, -5.2, -15.0, -7.3
O=[N+]([O-])c1ccccc1-c1ccc(CN2CCN(c3ccccc3)CC2)o1
  1.3, -1.7, 0.0, -27.1, -0.8, -1.3, -5.1, 1.0, 5.8

An excerpt taken from the entries so far, as a working copy:
Values run as follows: BioA inh, PrPC TRFRET, Mtb FBA inh, BoNT-F LC inh, GDH-TPI inh, UGM FP inh, FadD28 binding, MazF activator, Rv3671c inh
CN(C)S(=O)(=O)N(CC(=O)Nc1ccc(F)c(F)c1)c1ccccc1
  1.8, 0.2, -1.5, 0.3, 2.5, -0.2, -3.3, -4.3, -5.3
CC1CCCCC1NC(=O)c1ccc(NS(=O)(=O)c2ccc3[nH]c(=O)[nH]c3c2)cc1 (stereo unspecified)
  -1.2, -2.9, 0.7, 2.4, 5.7, 1.4, -2.0, 5.6, -7.3
CC(C)C(C)NC(=O)COc1ccc(S(=O)(=O)N2CCOCC2)cc1[N+](=O)[O-] (stereo unspecified)
  /, -7.1, -1.6, -1.1, 2.3, -2.1, -1.7, -0.7, -4.0

Continuation:
Values run as follows: BioA inh, PrPC TRFRET, Mtb FBA inh, BoNT-F LC inh, GDH-TPI inh, UGM FP inh, FadD28 binding, MazF activator, Rv3671c inh
O=C(O)c1nn(CCOc2cccc(Br)c2)c(=O)c2ccccc12
  0.6, 0.7, -2.0, 1.9, 0.4, 0.4, -0.7, 2.2, -9.0
Cc1ccccc1NC(=O)Cc1nc(CCl)cs1
  /, 5.3, -1.5, -6.2, 6.9, -1.1, 0.3, -0.4, -10.2
COc1ccc(NC(=O)CN2C(=O)C3CC=CCC3C2=O)cc1Cl (stereo unspecified)
  -1.5, 8.1, -2.0, 2.9, 0.0, /, -2.9, 0.6, /
O=S(=O)(c1cccs1)N1CN(Cc2ccccc2)c2nc3ccccc3nc21
  /, 1.7, 32.4*, -0.2, 35.6*, 4.3, 0.5, 2.2, -7.4
Cc1nc(-c2cccc(S(=O)(=O)N3CCCCC3)c2)cs1
  /, 13.6, 3.9, 1.6, -10.3, 1.9, -3.6, -5.1, 0.3
CC(CNC(=O)c1ccc(OC2CCN(Cc3ccccn3)CC2)cc1)c1ccccc1 (stereo unspecified)
  -1.3, -1.2, 0.1, -16.7, 0.3, -0.1, -1.3, /, 6.0
CCOC(=O)N1CCN(S(=O)(=O)c2c(C)nc3scc(C)n3c2=O)CC1
  -0.3, 8.0, 10.9, -3.3, 19.6, 0.1, -2.3, 0.4, -10.2
Cc1ccccc1N(CC(=O)NCC1CCCO1)C(=O)C1(C)CC(=O)N=C2C=CC=CN21 (stereo unspecified)
  /, 0.1, 85.9*, 0.3, -1.3, 0.6, -1.7, 11.8, -1.1
CCCN(CC(=O)Nc1ccccc1C)C(=O)c1cnc(C)cn1
  0.4, 3.8, 1.0, -0.8, 12.3, /, 1.0, -3.6, /
O=C(/C=C/c1ccccc1F)N1CCN(c2ccccn2)CC1
  7.2, -3.2, -0.5, /, 5.6, -3.6, -0.8, 0.7, 3.0
CN(C)c1ccc(S(=O)(=O)NCC(=O)OCC(=O)c2ccc[nH]2)cc1[N+](=O)[O-]
  7.1, -4.7, -4.8, -5.7, 3.5, 2.4, -2.6, 4.8, -3.0
Cc1cccc2c1-c1sc(C(=O)NCCCN3CCC(C)CC3)cc1CO2
  -1.3, -24.8, +, -0.8, 16.4, -0.3, -18.9, 21.4, -12.2
O=[N+]([O-])c1ccc(N2N=C(c3ccco3)CC2c2ccccc2)cc1 (stereo unspecified)
  -2.7, -2.9, -17.3, -30.4, 10.2, 0.8, 1.3, -21.6, -71.1
Cc1cccc(NC(=O)/C(C#N)=C/c2cccc([N+](=O)[O-])c2)n1
  1.7, 1.6, 3.1, -4.5, 2.1, 0.3, 4.4, -2.5, -7.3
COc1ccc(C(C)=O)cc1CSc1nnc(Nc2ccccc2)s1
  /, 17.4, -0.6, -16.1, 3.8, /, -1.4, -6.7, 0.2
CCN(CC(=O)NCCCn1ccnc1)S(=O)(=O)c1ccc(C)cc1
  -2.9, -8.1, 6.8, 3.8, 6.7, 2.6, 0.9, -5.7, 1.1
CCC(C)NC(=O)c1ccc(COc2ccccc2Cl)cc1 (stereo unspecified)
  -1.8, 1.5, -0.4, -9.7, -11.5, 2.3, -1.8, -8.8, -8.3
Cn1cc(C(=O)O)c(-c2ccc3c(c2)OCCCO3)n1
  -1.2, -2.0, -0.2, 8.8, -12.6, -1.0, -2.7, 10.0, -8.2
CCOC(=O)C(C)Oc1ccsc1C(=O)OC (stereo unspecified)
  /, 2.8, /, /, /, -1.0, /, -2.0, 4.0
CC(/C=N/NC(=O)c1ccccc1F)c1ccccc1 (stereo unspecified)
  -1.6, 2.7, 11.4, 2.4, -1.4, -0.8, -0.2, 6.3, -1.6
CC(=O)Nc1ccc2c(c1)ncn2-c1ccc(C)cc1
  /, 8.8, -2.1, -3.7, -1.8, 0.3, -5.4, 0.2, 6.2
COc1ccccc1-n1cnnc1SCC(=O)N1CC(=O)Nc2ccccc21
  -0.5, -5.5, 5.9, ?, 1.3, -0.3, -0.7, 3.1, -10.9
CC(OC(=O)c1ccccc1OCc1ccc(Cl)cc1)C(N)=O (stereo unspecified)
  /, 2.8, -2.7, -11.6, 5.7, 3.8, -4.1, -11.9, -5.5
Cc1cc(=O)[nH]c(SCC(=O)Nc2ccc(F)c([N+](=O)[O-])c2)n1
  0.5, -12.6, 2.1, -2.9, -5.0, 0.7, -1.5, 4.2, -0.1
Cc1c(Cl)ccc2c(C(N)=O)cc(-c3ccccn3)nc12
  /, 7.1, 0.3, -4.9, 2.2, 3.9, -0.9, -18.8, -2.4
O=C(NC1CCCC1)c1ccc2c(c1)S(=O)(=O)c1ccccc1C2=O
  -1.2, -43.7, 1.6, 1.1, 7.0, 1.1, -0.3, 5.0, -2.3
CCOc1ccc(NS(=O)(=O)c2ccc(NS(=O)(=O)c3cccs3)cc2)cc1
  -0.1, -0.3, 2.0, -4.6, 0.0, 5.0, /, -4.8, -4.0
CCc1ccc(OC(=O)Cc2ccc(OC)c(S(=O)(=O)N3CCOCC3)c2)cc1
  -0.5, -2.2, -0.9, 0.0, -3.6, -2.7, -1.1, 13.7, 4.1
c1ccc(CNc2nc(-c3ccccn3)nc3ccccc23)cc1
  1.1, -4.2, 6.4, -26.2, 17.9, 1.2, -0.5, 3.9, -2.7
COc1ccc(F)c(CN2CCC(CO)(Cc3cccc(C(F)(F)F)c3)CC2)c1
  0.9, -14.1, -1.5, -3.1, 0.3, 1.3, -3.5, 3.5, 14.3
CN(C)C(=O)Oc1c(Cl)cc(Cl)c2ccccc12
  -1.7, -14.9, -1.3, -17.0, 4.2, 0.1, -1.6, 4.0, 5.3

Compound activity (PubChem)
